All columns: NCI-60 one-dose screen, growth in % after 48 h at 10 µM unless noted; 100 = growth as untreated, 0 = no growth, -100 = all killed.
HL-60(TB): HL-60(TB) leukemia cells. 78,000 compounds, 9% hits. AID 1794776; active means growth percent below 10
* marks the source's active call; other numbers are inactive results; & = joins results of further samples; [ ] = another dose, or the depositor's remark.

SMILES	HL-60(TB)
CN(C)c1nc(NCCNS(=O)(=O)c2ccc(C3=Nc4c(N)nc(N)nc4NC(c4ccc(Cl)cc4)C3)cc2)nc(Nc2ccc(F)cc2)n1 (stereo unspecified)	-14*
Cc1ccc(NC2(C#N)CCCC2)cc1	104&107
COc1ccc(S(=O)(=O)N2CCOCC2)cc1NC(=O)c1[nH]c(C)c2c1CCCCC2=O	15&100
CN(C)CCC(OC(=O)C(c1ccccc1)c1ccccc1)c1ccccc1 (stereo unspecified)	88
Cc1ccc(C(=O)Nn2c(COc3ccccc3)nc3ccccc3c2=O)cc1	102
CC(C)(c1cc(Cl)c(OCCO)c(Cl)c1)c1cc(Cl)c(OCCO)c(Cl)c1	82
Cn1c(=O)[nH]c(=O)c2nc(CC(=Nc3ccc(Cl)cc3)c3ccccc3)c(=O)[nH]c21	97
COc1c(O)c(O)cc2c3c(oc12)CC(c1ccc2c(c1)OCO2)CC3=O (stereo unspecified)	61
CC(=O)c1sc(NC(=O)Nc2ccc(C)cc2C)nc1C	64
NNc1nc2c(cnn2-c2ccccc2)c(=O)n1N	99&104
O=C(O)CSCC(=O)Nc1cc(C(F)(F)F)ccc1Cl	102
COCCCOc1ccnc(CS(=O)c2nc3ccccc3[nH]2)c1C (stereo unspecified)	97
C(=N/Nc1ncc(-c2cc3cc(-c4ccccc4)ccc3o2)s1)/c1c2ccccc2cc2ccccc12	99
N#CC(NC(=O)c1ccccc1)C1CC1 (stereo unspecified)	83
O=S(=O)(O)c1nc[n+]([O-])c2nc[nH]c12	70
Cc1nc2sc(C(=O)Nc3cccc4ncccc34)c(N)c2cc1C(C)O (stereo unspecified)	33
Cn1c(=O)c2[nH]c([N+](=O)[O-])nc2n(C)c1=O	116
COC(=O)c1c(C)[nH]c2c3c(c(O)cc12)[C@H]1C[C@@H]2[C@@]4(C)CCCC(C)(C(=O)OC)[C@@H]4CC[C@@]32C=C1C(C)C (stereo partly specified)	107
Cc1ccc2nc(COc3ccc(NC(=S)Nc4ccccc4)cc3)[nH]c2c1	103
OC(Cc1cccc(/C=N/N2CCOCC2)n1)(C(F)(F)F)C(F)(F)F	93&91

Another view of four compounds above.
Structure: C(=N/Nc1ncc(-c2cc3cc(-c4ccccc4)ccc3o2)s1)/c1c2ccccc2cc2ccccc12
  HL-60(TB): 99

Structure: COCCCOc1ccnc(CS(=O)c2nc3ccccc3[nH]2)c1C (stereo unspecified)
  HL-60(TB): 97

Structure: N#CC(NC(=O)c1ccccc1)C1CC1 (stereo unspecified)
  HL-60(TB): 83

Structure: COC(=O)c1c(C)[nH]c2c3c(c(O)cc12)[C@H]1C[C@@H]2[C@@]4(C)CCCC(C)(C(=O)OC)[C@@H]4CC[C@@]32C=C1C(C)C (stereo partly specified)
  HL-60(TB): 107

The listing continues:
SMILES	HL-60(TB)
O=C1CSC(c2ccccc2Cl)N1c1nnc(Cn2nnc3ccccc32)o1 (stereo unspecified)	84
COc1ccc(C(C)=O)cc1OC	63&42
CCCCCN1C=C/C(=C\C(=O)N(C)Cc2ccccc2)c2ccccc21	102
Cc1ccccc1NC(=O)c1ccccc1Cl	96
COC(=O)c1ccc(CNC(=O)c2ccccc2C(=O)NCC2(CBr)OCCO2)cc1	80
CCOC(=O)/C(=C/c1c(-c2ccccc2)[nH]c2ccccc12)C(=O)c1ccc(Cl)cc1	-11*
COc1ccc2nc3cc(Cl)ccc3c(Nc3cccnc3)c2c1	91
Nc1cc(C(Cl)=C(Cl)Cl)c(S(N)(=O)=O)cc1S(N)(=O)=O	103
CCCCCCCC(=O)OC1CCCCC1C (stereo unspecified)	98
Nc1nc(Cl)nc2c1ncn2C1OC(CO)C(O)C1O (stereo unspecified)	-3.2*

Part of the list above, as labelled records:
CC(=O)c1sc(NC(=O)Nc2ccc(C)cc2C)nc1C
  HL-60(TB): 64
NNc1nc2c(cnn2-c2ccccc2)c(=O)n1N
  HL-60(TB): 99&104
O=C(O)CSCC(=O)Nc1cc(C(F)(F)F)ccc1Cl
  HL-60(TB): 102
COCCCOc1ccnc(CS(=O)c2nc3ccccc3[nH]2)c1C (stereo unspecified)
  HL-60(TB): 97

Further results
SMILES	HL-60(TB)
COC(=S)SCN(CSC(=S)OC)c1ccc(Cl)cc1	90
Nc1c(C(=O)Nc2cccc3c2OCCO3)sc2nc3c(cc12)C(=O)CCC3	12
Cc1cc(C)nc(NC(N)=NCCc2ccccc2)n1	57
CCC(O)Cc1ccccc1 (stereo unspecified)	81
C=C(C)[C@@H]1CC[C@]2(C(=O)N3CCN(C)CC3)CC[C@]3(C)[C@H](CC[C@@H]4[C@@](C)(CCC(=O)O)[C@H](C(=C)C)CC[C@]43C)[C@@H]12	83
COc1cc2cc(NCc3ccc(F)cc3)nc(C)c2cc1OC	32
CN(C)CCN(/N=C\c1ccc([N+](=O)[O-])o1)C(N)=O	106
COc1ccc(-c2nc(SC(C)C)nc(NCCc3c[nH]c4ccccc34)c2C#N)cc1	32
c1cc2cccc3c2c(c1)c1c2c4cccc5cccc(c54)c2c2c4cccc5cccc(c54)c2c31	90
O=c1c2ccccc2c2ccccc2c(=O)n1CCN1CCOCC1	98
O=c1oc(-c2ccccc2CCl)nc2ccccc12	115
COc1cccc(C(c2cccc(OC)c2)c2ccccc2C(=O)O)c1	76
COc1ccc(C2Nc3nc(-c4cccnc4)nn3C(N)=C2C#N)cc1 (stereo unspecified)	98
CCC(=O)C(CC)c1ccccc1OC (stereo unspecified)	104
O=[N+]([O-])c1ccc(NCC(Br)CBr)c([N+](=O)[O-])c1 (stereo unspecified)	93
CCOc1ccc2nc(S(N)(=O)=O)sc2c1	105&95
CCCCNc1ccc(C#N)c(OCCN(CC)CC)c1	89
Nc1ccc2ccccc2c1N=Nc1ccccc1	83
O=C1N=NC2=C1c1c3ccccc3c(O)n1CC2	105
CSc1nc(=O)n(Cc2ccc(Cl)cc2)c(=O)n1Cc1ccc(C(=O)O)cc1	99
COP(=O)(OC)C(Cc1c[nH]c2ccccc12)NC(=O)OCc1ccccc1 (stereo unspecified)	105
Cn1cc(/C=C2\SC(=S)N(N3CCOCC3)C2=O)c2ccccc21	94
Cc1ccc(Cl)cc1[N+](=O)[O-]	87
COC(=O)C12C3C(=O)N(Cc4ccc5c(c4)OCO5)C(=O)C3C(c3cn(-c4ccccc4)nc3-c3ccccc3)N1[C@H](c1cn(-c3ccccc3)nc1-c1ccccc1)[C@@H]1C(=O)N(Cc3ccc4c(c3)OCO4)C(=O)[C@@H]12 (stereo partly specified)	119
O=C(Nc1ccc(NC(=O)c2cc(S(=O)(=O)Nc3ccc(C(F)(F)F)cc3)c(O)c(O)c2O)cc1)c1cc(S(=O)(=O)Nc2ccc(C(F)(F)F)cc2)c(O)c(O)c1O	95
C=CCSC(SCC=C)c1ccc(Cl)cc1	59
ClCc1ccc(-c2ccc(Cn3cnc4c(Cl)nc(Cl)nc43)cc2)cc1	-54*
CC(O)CCC1C(C)CCC1(C)C(C)C (stereo unspecified)	127
C[N+](C)(C)CC(=O)N/N=C/c1cccc([N+](=O)[O-])c1	136
C[N+](C)(Cc1ccccc1)Cc1ccccc1	61
C=CCN(CC=C)C(=O)C(C)O (stereo unspecified)	104
CN1C(=O)NC(c2ccc3c(c2)OCO3)C=C1c1ccccc1 (stereo unspecified)	99
CC(=O)/C(=C/c1cccc(F)c1)c1ccccc1	97
COC(=O)C1CCCN1S(=O)(=O)/N=C1\NC(=O)NC1=C(Cl)Cl (stereo unspecified)	97
CNC(=O)C(C)C1C(=O)/C(=C(O)/C=C\C(C)=C\C(C)C2OC3(C)OC(C=CC34CO4)C2C)C(=O)N1C1CCC(O)C(C)O1 (stereo unspecified)	111&88
CCOC(=O)Nc1ncccn1	85
CN[C@@H](CC(C)C)C(=O)NCCc1c[nH]c2cc(Br)c(Br)cc12	84
Cc1c(N=O)c(-c2ccccc2)n(O)[n+]1[O-]	92
Cc1cc(C)c2c(Nc3ncnc4c3sc3ncccc34)onc2n1	97
COc1ccc(Oc2nc(Nc3ccc(N4CCOCC4)cc3)ncc2NC(=O)c2ccnc([N+](=O)[O-])c2)cc1	103
O=c1c2ccccc2sc2c(NCCN3CCOCC3)nc3ccccc3c12	76
CCOc1ccc(NC(Cc2ccccc2)c2ccc(OC)cc2)cc1 (stereo unspecified)	81
O=C(Nc1ccc(S(=O)(=O)N2CCCCC2)cc1)C(Cl)Cl	120
C=C1CC2(OC1=O)C(=O)N(CCCCCCCN1C(=O)C3(CC(=C)C(=O)O3)c3ccccc31)c1ccccc12 (stereo unspecified)	12
COc1ccc(-c2nc3sccn3c2-c2cc(-c3ccccc3)on2)cc1	91
Nc1nnc(-c2c[nH]c3ccc(Br)cc23)c(-c2c[nH]c3ncc(Br)cc23)n1	23
CN(C)c1ccc(C(c2ccc(N(C)C)cc2)c2cccc([N+](=O)[O-])c2)cc1	64
O=c1c2cc(F)ccc2sc2c(N3CCN(Cc4ccccc4)CC3)nc3ccccc3c12	105
CCOC(=O)/C=C/c1sc(-c2cccc(C(=O)OC)c2)cc1N	94
COC(=O)c1ccc(NC(=O)Nc2ccc(C(=O)OC)cc2)cc1	93

More compounds.
SMILES	HL-60(TB)
CCCCSc1nc2c([nH]1)c(=O)n(C)c(=S)n2C	93
CN1C(=O)C(C2=NN(c3ccccc3)C(c3ccc(Cl)cc3)C2)C(=O)N(C)C1=O (stereo unspecified)	69
CCC(=O)[C@@H]1CC[C@H](C)c2ccc(C)nc2C1	77
Cc1ccc2[nH]c3nc(=O)[nH]nc3c2c1	114
CCN(CCO)CCC(=O)c1ccc([N+](=O)[O-])cc1	109
CC1(/C=N/NC(N)=S)NC(=O)NC1=O (stereo unspecified)	87
CCCCCCCCN=Cc1c(O)c(O)c(C(C)C)c2cc(C)c(-c3c(C)cc4c(C(C)C)c(O)c(O)c(C=NCCCCCCCC)c4c3O)c(O)c12	104
O=C1NC(=O)C(CC(=O)n2cnc3ccccc32)C(=O)N1	97
Cc1cc[n+](CC[n+]2ccc(C)cc2)cc1	74
CCOC(=O)c1cc(-c2ccc(Cl)cc2)nc2c(Cl)cc(Cl)cc12	74
Cc1ccc(-c2cc(-c3nnc(SCC(=O)c4ccccc4)o3)c3ccccc3n2)cc1	103
CCOC(=O)c1c2c(c(C)n1C)-c1nc(Nc3ccccc3)ncc1CC2	107
O=C(NNc1ncnc2ccccc12)Nc1ccccc1	103
CC(C)(C#N)C(C)(C)C#N	99
O=C1N/C(=N/N=C(c2ccccc2)c2ccccc2)S/C1=C\c1ccc(Br)cc1	89
CCN(CC)CCn1c2ccc(O)cc2c2sc3cc(O)ccc3c(=O)c21	38
CN(C)c1cccc2c(S(=O)(=O)Nc3ccc4nc(N)sc4c3)cccc12	50
CCOC(=O)c1cn2ncnc(Oc3ccc(NC(=O)Nc4ccc(F)c(Cl)c4)c(F)c3)c2c1C	108
O=C(Nc1nc2ccc(C(=O)c3ccccc3)cc2[nH]1)OC1COC1	69
COc1ccccc1C(=O)/C=C/c1cc2cccc(OC)c2[nH]c1=O	-11*
O=C1OC2C(I)C3C(C4CCCCC4)C1C23 (stereo unspecified)	107
CC(C)C1=NOC(=O)C1=Cc1cn(-c2ccco2)nc1-c1ccccc1	3.9*
CC/C=C\C[C@H]1CC=C2C(=O)C=C[C@@H]2CC=CCCCC(=O)O[C@@H](CCCCC)CC=C2C(=O)C=C[C@@H]2CC=CCCCC(=O)O[C@@H](CCCCC)CC=C2C(=O)C=C[C@@H]2CC=CCCCC(=O)O[C@@H](CCCCC)CC=C2C(=O)C=C[C@@H]2CC=CCCCC(=O)O1	-15*[7.9 µM]
COc1cccc2c1OC(c1ccc3noc(-c4ccc(C)cc4)c3c1)N1N=C(c3ccccc3)CC21 (stereo unspecified)	105
O=C(NNC(=O)c1ccc(Cl)cc1)c1ccc(Cl)cc1	84
O=C(CC(=O)c1ccccc1)CS(=O)(=O)c1ccccc1	84
COc1ccc(C2N=C(N)NC(Nc3nn[nH]n3)=N2)cc1OC (stereo unspecified)	97
CS(=O)(=O)c1ccc(-c2cc3c(oc2=O)-c2ccccc2OC3O)cc1 (stereo unspecified)	94
O=C(O)CN1C(=O)/C(=C/c2cc3cc4c(cc3nc2Cl)OCO4)SC1=S	102
OCCN(CCO)Cc1cc(Br)ccc1O	92
CC/C(=N/NC(N)=O)c1ccccc1	101
CS(=O)(=O)Nc1ccc(C(=O)/C=C2/C(=O)Nc3ccccc32)cc1	92
O=c1oc2c(cnc3ccccc32)cc1Sc1ccccc1	98
CC(=O)OCC(COC(C)=O)(COC(C)=O)[N+](=O)[O-]	106
Brc1cccc(C=Nc2ccc(Nc3ncnc4sc5c(c34)CCN(Cc3ccccc3)C5)cc2)c1	66
COc1ccc(-c2oc3cc(O)c(OC)c(O)c3c(=O)c2OC)cc1O	-8.3*
CN(C(=O)Oc1cccc2ccccc12)C1C=CCC1 (stereo unspecified)	78
CNC(=O)c1cc(-n2ccc3cc(NC(=O)c4ccc(F)c(C(F)(F)F)c4)ccc32)ccn1	97
CCCCCCCCCCCC[n+]1ccccc1 (tested in a mixture with another compound)	-78*
CCOC(=O)c1cc2c(n1Cc1cccc(OC)c1)-c1oncc1CCC2	7.3*

In another format: three of the compounds above.
structure | HL-60(TB)
O=c1oc2c(cnc3ccccc32)cc1Sc1ccccc1 | 98
CCOC(=O)c1cc2c(n1Cc1cccc(OC)c1)-c1oncc1CCC2 | 7.3*
CNC(=O)c1cc(-n2ccc3cc(NC(=O)c4ccc(F)c(C(F)(F)F)c4)ccc32)ccn1 | 97

More compounds.
SMILES	HL-60(TB)
O=c1[nH]c(-c2cccnc2)nc2c1sc(=S)n2-c1ccccc1	115
COCN1CCC2N(COC)CCC3N(COC)CCC1N23 (stereo unspecified)	93
CC(=O)c1sc2nc(CSc3nc4ccc(C)cc4[nH]3)[nH]c(=O)c2c1C	85
CCN(CC)CCN1C(=O)c2c(c(C)c3c(oc4ccc(OC)cc43)c2C)C1=O	93

An excerpt, so the mix of outcomes need not match the whole.
